# HP1b chromo inh: inhibitors of HP1-beta chromodomain binding to methylated histone tails; P83916; AlphaScreen HP1-beta / biotin-H3K9me3 peptide binding; Potency, µM (series often up to 114 µM), for inactives: at the top dose activity change, negative = inhibition, hits mostly inhibitors; 0.56% of 390,000 active; AID 540317; also: nearly all actives have a fitted effect of over 70% in size; inactives centre near 23
#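 Compound inhibition of the preformed complex between 50 nM HP1-beta and 50 nM biotinylated H3K9me3 peptide was read by AlphaScreen. Buffer was PBS pH 7.4 with 0.01% Tween-20. Incubations ran 30 min at room temperature, with 10 ug/mL donor/acceptor beads.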
# JMJD2A Tudor inh: inhibitors of human JMJD2A Tudor domain | O75164 | AlphaScreen JMJD2A-Tudor / H3K4me3 peptide binding | Potency, µM (top dose mostly 114 µM), inactives show top-dose activity change, negative = inhibition, actives largely listed as inhibitors | 4.4% of 390,000 active | AID 504339; also: % is scaled to controls: 0 for no effect and ±100 for the full control effect; nearly all actives have a fitted effect of over 50% in size
# Target sequence (O75164 whole entry, looked up, the tested form may be a part): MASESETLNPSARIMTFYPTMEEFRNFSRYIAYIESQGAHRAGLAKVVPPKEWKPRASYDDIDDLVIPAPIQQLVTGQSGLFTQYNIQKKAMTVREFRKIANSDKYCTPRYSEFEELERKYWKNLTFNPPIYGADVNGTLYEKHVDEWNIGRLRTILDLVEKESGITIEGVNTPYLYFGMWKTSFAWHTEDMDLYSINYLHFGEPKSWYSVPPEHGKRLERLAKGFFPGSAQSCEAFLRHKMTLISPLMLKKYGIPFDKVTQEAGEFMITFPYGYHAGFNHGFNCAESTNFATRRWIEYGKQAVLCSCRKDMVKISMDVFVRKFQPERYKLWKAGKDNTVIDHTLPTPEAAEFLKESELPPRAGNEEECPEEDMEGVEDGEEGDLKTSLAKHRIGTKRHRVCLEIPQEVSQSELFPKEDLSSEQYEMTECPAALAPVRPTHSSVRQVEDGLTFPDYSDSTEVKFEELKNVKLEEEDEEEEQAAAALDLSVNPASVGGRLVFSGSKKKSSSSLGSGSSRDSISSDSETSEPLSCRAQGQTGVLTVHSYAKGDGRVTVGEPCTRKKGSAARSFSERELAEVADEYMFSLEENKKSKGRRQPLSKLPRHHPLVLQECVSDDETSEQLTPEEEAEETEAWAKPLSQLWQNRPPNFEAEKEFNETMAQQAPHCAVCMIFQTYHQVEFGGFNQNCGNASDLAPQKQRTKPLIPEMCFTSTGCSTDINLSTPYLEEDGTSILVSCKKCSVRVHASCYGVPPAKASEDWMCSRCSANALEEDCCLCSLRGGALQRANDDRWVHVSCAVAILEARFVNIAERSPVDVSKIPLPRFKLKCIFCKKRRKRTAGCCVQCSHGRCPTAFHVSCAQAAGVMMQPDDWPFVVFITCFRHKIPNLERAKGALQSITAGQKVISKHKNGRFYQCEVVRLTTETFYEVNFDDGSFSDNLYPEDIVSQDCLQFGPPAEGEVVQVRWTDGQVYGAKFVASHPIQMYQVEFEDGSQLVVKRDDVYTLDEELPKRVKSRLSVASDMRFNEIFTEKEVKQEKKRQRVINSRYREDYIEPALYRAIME
# Pin1 inh: blocks the human prolyl isomerase Pin1; Q13526; Pin1 FP peptide displacement, HiFluor488, 10 min; Potency, µM (highest dose often 115 µM), inactives show top-dose activity, negative = inhibition, hits mostly inhibitors; 0.009% of 390,000 active; AID 504891; active = well fitted inhibition curve with a large enough effect in the polarisation, with a control signal flat, not every such curve was filed as active; inconclusive = small, poorly fitted or top-dose-only effect, or effect the other way, or a change in a side signal; inactive = no such curve, though single readings can be large or run the other way; the % refers to the polarisation; also: % is scaled to controls: 0 for no effect and ±100 for the full control effect
# The depositor's hits bear a star; ? = inconclusive; · = no result given; & = joins results of further samples; [ ] = dose if it differs, or a comment. Unless noted, calls follow the shape of the dose curve; as a rule, active = well fitted inhibition curve with a large enough effect; inconclusive = small, poorly fitted or top-dose-only effect; inactive = no such curve, though single readings can be large or run the other way. Potency is read from the fitted curve at half-maximal effect. Only part of the results is shown, so the mix of outcomes need not match the whole.
SMILES,HP1b chromo inh,JMJD2A Tudor inh,Pin1 inh
COc1ccc(C2CC(O)(c3ccccc3)Oc3c(C)ccc(C(C)C)c32)cc1 (centres undefined),29.5%,-10.3%,-1.8%
O=C(Nc1ccc2nc(-c3cccs3)c(-c3cccs3)nc2c1)N1CCCC1,54.0%[activator],-8.5%,-1.1%
CC1CCN(C(=O)C(C)OC(=O)c2ccc(S(C)(=O)=O)c([N+](=O)[O-])c2)CC1 (centres undefined),42.2%[activator],-19.9%,-13.7%
CCN(CC)CCC(c1ccc(N(C)C)cc1)c1c(OC)cc(OC)c2c1OC(=O)CC2c1ccc(N(C)C)cc1 (centres undefined),14.1µM*,12.6µM*,-0.8%
O=S(=O)(c1cnc2ccccc2c1)N1CCN(c2nc(-c3cccs3)nc3ccccc23)CC1,30.6%,-18.4%,-4.8%
CCCCNC(=O)Cn1c(SCc2cccc(C)c2)nc2ccncc21,23.9%[57 µM],0.0%[57.1 µM],6.8%
O=C(COC(=O)C12CC3CC(CC(O)(C3)C1)C2)NCc1ccco1,22.6%,-24.7%,-5.6%
CCc1ccccc1NNC(=O)c1sccc1Cl,37.5%,-23.8%,-9.6%
Cc1cc(C)n2c(Nc3ccccc3)c(-c3ccc(C)o3)nc2n1,6.0%,-33.3%,-8.9%
COc1ccc(C2CC(c3ccccc3)Oc3cc(C)c(Cl)c(C)c32)cc1 (centres undefined),30.2%,4.8%,-1.2%
OCCNc1nc(-c2cccs2)nc2ccccc12,14.2%,1.4%,-3.2%
Cc1ccc(-c2nc3ccc(Cl)cn3c2Nc2ccccc2)o1,42.8%[activator],-12.9%,0.3%
O=S(=O)(c1cccnc1)N1CCN(c2nc(-c3cccs3)nc3ccccc23)CC1,17.2%,-22.7%,5.8%
O=S(=O)(c1ccc(Oc2ccc3c(c2)OCO3)c(S(=O)(=O)N2CCOCC2)c1)N1CCOCC1,7.0%[57 µM],-30.0%[57.1 µM],2.3%
O=S1(=O)C2CC3CCC2(CN1Cc1ccccc1)O3 (centres undefined),39.9%[activator],-4.8%,0.7%
COc1ccc(-c2nc(=N)sn2-c2ccccc2)cc1,14.1µM*,5.62µM*,8.4%
O=C1c2ccccc2NC(c2cc(Br)c3c(c2)OCO3)N1Cc1ccco1 (centres undefined),12.1%[57 µM],-18.5%[57.1 µM],0.7%
NCCCN(Cc1ccc(Cl)c(Cl)c1)c1ccc(Br)cn1,0.3%,-23.1%,1.7%
O=C1CN(Cc2ccccc2)S(=O)(=O)c2ccccc21,24.1%,79.4µM*,·
COc1cc(C2Nc3ccccc3C(=O)N2Cc2ccccc2)ccc1OCc1ccccc1 (centres undefined),1.5%[57 µM],-25.4%[57.1 µM],-2.9%
O=C(Nc1ncnc2nc[nH]c12)c1ccccc1,36.3%&0.9%,2.8%&-3.5%,-4.9%&9.2%
COc1ccc(S(=O)(=O)N2CCOCC2)cc1,25.8%,-2.8%,-7.3%
Cc1ccc(-n2c(-c3ccccc3)nsc2=NC#N)cc1,-1.8%[57 µM],-2.3%[57.1 µM],-5.6%
CCC1CC=CC2C1C(=O)N(Cc1ccccc1)C2c1ccoc1 (centres undefined),58.2%[activator],18.6%,39.7%[activator]
CC(=O)N(c1ccc(Cl)cc1)C1SC(=O)N(c2ccc(C)cc2)C1=O (centres undefined),24.2%,-9.5%,-6.8%
CC(=O)OCC(NC(=O)C(COCc1ccccc1)NC(=O)OC(C)(C)C)C1OC(n2ccc(=O)[nH]c2=O)C(OC(C)=O)C1OC(C)=O (centres undefined),2.6%,-13.8%,-3.7%
CC(Cl)OC(=O)Nc1cccc2cccnc12 (centres undefined),20.7%,?,1.0%
COC(=O)C1=C[C@@H](C(=O)OC)C2C3=C(C(=O)[C@]2(C)NC(=O)c2ccccc2)[C@H](C)[C@@H]2C(=O)N(C)C(=O)[C@@H]2[C@@H]3C1 (some centres undefined),8.2%,-15.9%,-7.0%
COc1ccc(-c2c(C3C4C=CCCC4(C)C(=O)N3Cc3ccccc3)ccc3ccccc23)cc1 (centres undefined),-14.7%,-32.4%,0.3%
Cc1ccc(F)c(C2C3C=CCC(C)C3C(=O)N2Cc2ccccc2)c1 (centres undefined),43.9%[activator],19.3%,-1.2%
COCCNC(=O)C1(C(F)(F)F)C/C(=C\Cc2ccccc2)CCCO1 (centres undefined),48.1%,-13.1%,5.6%
CCCCC(=O)N1C/C=C\C(c2ccc(OC)cc2)N(Cc2ccc(F)cc2)C(=O)C1Cc1ccccc1 (centres undefined),33.8%,-17.2%,2.8%
CN=C1N[C@H](c2ccccc2)N(c2ccccc2)S1,?,25.1µM*,-10.9%
O=C(NCc1ccccc1)[C@]1(C(F)(F)F)C[C@H](CCC2CCCCC2)CCCO1,84.7%[activator],40.7%[activator],-3.4%
COc1ccc(N(C(C)=O)C2SC(=O)N(c3ccccc3)C2=O)cc1 (centres undefined),32.6%,-21.8%,-5.5%
COc1ccc(C2Nc3ccccc3C(=O)N2c2ccccc2)cc1COc1ccc(NC(C)=O)cc1 (centres undefined),2.3%[57 µM],-14.6%[57.1 µM],54.8%[activator]
COc1cccc(CN2CC34CCC(CC3S2(=O)=O)O4)c1 (centres undefined),9.5%,-13.1%,2.5%
COC(=O)C1=C[C@@H](C(=O)OC)C2C3=C(C(=O)[C@@]2(C)NC(=O)c2ccccc2)[C@H](c2ccccc2)n2c(=O)n(-c4ccccc4)c(=O)n2[C@@H]3C1 (some centres undefined),8.1%,-31.0%,12.9%
O=S(=O)(c1ccc2c(c1)OCCO2)N1CCN(c2nc(-c3cccs3)nc3ccccc23)CC1,32.9%&6.9%,-17.0%&-18.4%,11.3%&10.4%
O=C(c1ccco1)N1CCN(/C=C2\Nc3ccccc3C(=O)N2c2ccc(F)cc2)CC1,29.4%,-6.1%,-2.1%
Oc1ccc(Cl)cc1C1C=C(c2ccc3c(c2)OCO3)NC(c2c(F)cccc2Cl)N1 (centres undefined),14.7%,?,4.5%
NS(=O)(=O)Nc1c(Br)cc(Br)c2cccnc12,17.0%,?,-16.7%
NN=C1c2cc(S(=O)(=O)NCCO)ccc2-c2ccc(S(=O)(=O)NCCO)cc21,36.3%,-11.3%,8.4%
Nc1ncnc2c1nc(Cl)n2[C@@H]1O[C@H](CO)[C@@H](O)[C@@H]1O,4.1%[57 µM],-12.3%[57.1 µM],-11.5%
O=S(=O)(c1ccccc1)N1CCN(c2nc(-c3ccc(F)cc3)nc3cc(Cl)ccc23)CC1,64.8%[activator],-11.0%,2.8%
N#Cc1nc(N2CCCCC2)nc(N2CCCCC2)n1,41.1%[activator][57 µM],8.5%[57.1 µM],0.3%
C#CCOc1ccc(C(=O)N(C)c2ccccc2I)cc1,54.3%[activator],-16.6%,-12.3%
CCCN1CNc2c(c(=O)[nH]c(=S)n2CCc2cc(OC)ccc2OC)C1,28.9%,-9.5%,-2.0%
CC1CCc2nc(-c3cc4ccc(O)cc4oc3=O)sc2C1 (centres undefined),29.0%[57 µM],34.6%[57.1 µM],?

# Compounds above that contain a halogen (17):
SMILES,HP1b chromo inh,JMJD2A Tudor inh,Pin1 inh
CCc1ccccc1NNC(=O)c1sccc1Cl,37.5%,-23.8%,-9.6%
COc1ccc(C2CC(c3ccccc3)Oc3cc(C)c(Cl)c(C)c32)cc1 (centres undefined),30.2%,4.8%,-1.2%
Cc1ccc(-c2nc3ccc(Cl)cn3c2Nc2ccccc2)o1,42.8%[activator],-12.9%,0.3%
O=C1c2ccccc2NC(c2cc(Br)c3c(c2)OCO3)N1Cc1ccco1 (centres undefined),12.1%[57 µM],-18.5%[57.1 µM],0.7%
NCCCN(Cc1ccc(Cl)c(Cl)c1)c1ccc(Br)cn1,0.3%,-23.1%,1.7%
CC(=O)N(c1ccc(Cl)cc1)C1SC(=O)N(c2ccc(C)cc2)C1=O (centres undefined),24.2%,-9.5%,-6.8%
CC(Cl)OC(=O)Nc1cccc2cccnc12 (centres undefined),20.7%,?,1.0%
Cc1ccc(F)c(C2C3C=CCC(C)C3C(=O)N2Cc2ccccc2)c1 (centres undefined),43.9%[activator],19.3%,-1.2%
COCCNC(=O)C1(C(F)(F)F)C/C(=C\Cc2ccccc2)CCCO1 (centres undefined),48.1%,-13.1%,5.6%
CCCCC(=O)N1C/C=C\C(c2ccc(OC)cc2)N(Cc2ccc(F)cc2)C(=O)C1Cc1ccccc1 (centres undefined),33.8%,-17.2%,2.8%
O=C(NCc1ccccc1)[C@]1(C(F)(F)F)C[C@H](CCC2CCCCC2)CCCO1,84.7%[activator],40.7%[activator],-3.4%
O=C(c1ccco1)N1CCN(/C=C2\Nc3ccccc3C(=O)N2c2ccc(F)cc2)CC1,29.4%,-6.1%,-2.1%
Oc1ccc(Cl)cc1C1C=C(c2ccc3c(c2)OCO3)NC(c2c(F)cccc2Cl)N1 (centres undefined),14.7%,?,4.5%
NS(=O)(=O)Nc1c(Br)cc(Br)c2cccnc12,17.0%,?,-16.7%
Nc1ncnc2c1nc(Cl)n2[C@@H]1O[C@H](CO)[C@@H](O)[C@@H]1O,4.1%[57 µM],-12.3%[57.1 µM],-11.5%
O=S(=O)(c1ccccc1)N1CCN(c2nc(-c3ccc(F)cc3)nc3cc(Cl)ccc23)CC1,64.8%[activator],-11.0%,2.8%
C#CCOc1ccc(C(=O)N(C)c2ccccc2I)cc1,54.3%[activator],-16.6%,-12.3%

# Some of the entries so far, as labelled records.
C#CCOc1ccc(C(=O)N(C)c2ccccc2I)cc1
  HP1b chromo inh = 54.3%[activator] | JMJD2A Tudor inh = -16.6% | Pin1 inh = -12.3%

CCCN1CNc2c(c(=O)[nH]c(=S)n2CCc2cc(OC)ccc2OC)C1
  HP1b chromo inh = 28.9% | JMJD2A Tudor inh = -9.5% | Pin1 inh = -2.0%

# Bioassay records: PubChem, National Center for Advancing Translational Sciences (NCATS)
